RNase H inhibition – RNase H inhibition, HIV 1 Gag Pol polyprotein, FRET biochemical assay, screening (AID 372); 100,000 tested, 0.77% active; inhibition, % at 10 µM, or IC50 in µM where a hit was titrated; HIV-1 RT RNase H, FRET RNA/DNA substrate fluorescence; higher % means a stronger effect; in the data active = inhibition above about 50%
* marks the source's active call; other numbers are inactive results. This is a subset; count on the stated rates, not on these rows.

Molecule	RNase H inhibition
CS(=O)(=O)N1CCN(c2ccc([N+](=O)[O-])c(Sc3cccc4cccnc34)c2)CC1	5.0%
COc1cc(/C=C2\SC(=S)N(CC(=O)N3CCCc4ccccc43)C2=O)cc(OC)c1OC	24.0%
Cc1cc(NC(=O)CSc2nc3ccccc3[nH]2)no1	11.0%
CCOc1cc(C(=O)Nc2c(C)cc(C)cc2C)cc(OCC)c1OCC	2.0%
O=C(O)c1ccc(NS(=O)(=O)c2cccs2)cc1	8.0%
COc1ccc(Cc2[nH]n3c(=O)cc(-c4ccc([N+](=O)[O-])cc4)nc3c2-c2ccccc2)cc1	12.0%
Cc1ccc(OCC(=O)Nc2ccc3oc(-c4cccnc4)nc3c2)cc1C	7.0%
CCOc1cc(/C=C2\SC(=S)N(C(C)C)C2=O)ccc1O	6.0%
O=C(Nc1ccccc1)c1cccc(NC(=O)c2ccco2)c1	12.0%
CC(=O)Nc1c(C)cc(C(c2ccccc2)c2cc(C)c(NC(C)=O)c(C)c2)cc1C	11.0%
O=C(COc1ccccc1Br)Nc1ccc([N+](=O)[O-])cc1	5.0%
Clc1ccc(-c2nc(N3CCOCC3)c3ccccc3n2)c(Cl)c1	7.0%
COc1ccc(S(=O)(=O)N/N=C/c2ccc3c(c2)OCO3)cc1	0.0%
C/C(=N\N=C1\NC(=O)C(CC(=O)Nc2ccccc2)S1)C(C)C (stereo not given)	7.0%
CCN(CC)c1ccc(N=Cc2cc([N+](=O)[O-])ccc2O)cc1	8.0%
COc1cc(C2NC(=O)N(C)C(C)=C2C(=O)OC(C)C)cc(OC)c1OC (stereo not given)	12.0%
O=C(c1ccccc1)N1CCN(C2CC(=O)N(c3cccc(Cl)c3)C2=O)CC1 (stereo not given)	7.0%
Cc1cc2nc3c(=O)n(C)c(=O)n(C)c3nc2cc1N	7.0%
CCOC(=O)c1ccccc1NC(=O)C1CN(S(=O)(=O)c2ccccc2)CCN1S(=O)(=O)c1ccccc1 (stereo not given)	7.0%
Cc1cccc(/C(N)=N/OC(=O)c2ccco2)c1	3.0%
CCCOC(=O)c1ccc(NC(=S)NC(=O)c2ccccc2[N+](=O)[O-])cc1	32.0%
CC(C)c1ccc(CNC(=O)CSc2nnc(-c3cccc(F)c3)n2-c2ccccc2)cc1	13.0%
O=C(Nc1cccc(-c2cc3ccccc3oc2=O)c1)c1ccccc1I	10.0%
Cc1c(C(=O)Nc2ccc(Cl)cc2)cnn1-c1ccccc1	20.0%
NS(=O)(=O)c1csc(C(=O)Nc2ccccc2)c1	0.0%
Cc1ccc(NC(=O)C(Cc2ccccc2)N2C(=O)c3cc(Cl)c(Cl)cc3C2=O)cc1 (stereo not given)	0.0%
COc1cccc(OC)c1C(=O)NNC(=O)c1ccccc1O	0.0%
COc1ccc(N(CC(=O)N(Cc2ccccc2)Cc2ccccc2)S(C)(=O)=O)cc1	14.0%
CS(=O)(=O)N(Cc1ccc(Cl)cc1)c1ccc(C(=O)Nc2cccnc2)cc1	4.0%
COc1ccccc1NC(=O)/C=C/c1ccc(-c2ccccc2[N+](=O)[O-])o1	19.0%
O=C(Nc1cc(Cl)cc(Cl)c1)c1ccc(Cl)cc1	1.0%
O=C(NC1CCSC1=O)c1ccc(C(=O)NC2CCSC2=O)cc1 (stereo not given)	1.0%
CN(C)CCCN(CCCN(C)C)Cc1cccnc1	0.0%
Oc1c(Br)cc(/C=N/Nc2nnc3c(n2)[nH]c2ccccc23)c(Br)c1O	4µM*
Cc1ccc(S(=O)(=O)N(C)CCCC(=O)Nc2ccc(C)cc2C)cc1	0.0%
COc1ccc(-c2nc3cc(NC(=O)c4cccc(OC)c4)ccc3o2)cc1	1.0%
Cc1cc(/C=N/NC(=O)CC#N)c(C)n1-c1cc(Cl)cc(Cl)c1	15.0%
COc1ccc(C(=O)NC(=S)Nc2ccc(OC)cc2OC)cc1	7.0%
COc1cccc(/C=C2/SC(=O)N(CNc3ccc(I)cc3)C2=O)c1	51.0%*
COc1ccccc1NC(=O)Nc1nnc(-c2ccccc2SCc2ccc(Cl)cc2)s1	13.0%
CC(C)(C)C1CCC2(CC1)NC(=S)N(c1ccc(Cl)cc1)N2 (stereo not given)	2.0%
Cc1ccc2sc(-c3ccc(NCc4ccc5c(c4)OCO5)cc3)nc2c1	9.0%
COc1c(Cl)cc(C(=O)Nc2c(C)cccc2C)cc1Cl	0.0%
Cc1cc(F)c(F)cc1C(=O)n1nnc2ccccc21	22.0%
CC(=O)C1=C(O)C(=O)N(CCN(C)C)C1c1cccc([N+](=O)[O-])c1 (stereo not given)	5.0%
COc1ccc(N2C(=O)C(O)=C(C(=O)/C=C/c3ccccc3)C2c2ccc(F)cc2)cc1 (stereo not given)	9.0%
N#C/C(=C\c1ccco1)C(=O)Nc1ccc(C(F)(F)F)cc1	40.0%
CC1=C(C(=O)OCc2ccc3c(c2)OCO3)C(c2ccccc2)NC(=O)N1 (stereo not given)	19.0%
O=c1[nH]c(=O)n(-c2ccccc2Cl)c(O)c1C=Nc1ccc2c(c1)OCO2	0.0%
Cc1ccc(S(=O)(=O)Nc2ccccc2N=Cc2sc3ccccc3c2O)cc1	9.0%
Cc1cc(OCCOc2cccc(/C=C3\SC(=S)NC3=O)c2)ccc1Cl	43.0%
CC1=C(C(=O)Nc2ccccc2C)C(c2ccc(F)cc2)NC(=O)N1 (stereo not given)	4.0%
CC(C)C12CN3CC(C(C)C)(CN(C1)C3c1ccc(O)cc1O)C2=O (stereo not given)	1.0%
CCSCCOC(=O)C1=C(C)NC2=C(C(=O)CCC2)C1c1ccc(C)cc1 (stereo not given)	6.0%
COc1ccc(NC(=O)C2=C(C)NC(=S)NC2c2ccccc2F)cc1 (stereo not given)	2.0%
CCOc1ccc(N2C(=O)CC(NCc3ccc(Cl)cc3Cl)C2=O)cc1 (stereo not given)	2.0%
COc1ccc(OC)c(N=Cc2c(O)n(-c3ccccc3Cl)c(=O)[nH]c2=O)c1	5.0%
COc1cc(/C=C2\SC(=S)N(Cc3ccccc3)C2=O)cc(Br)c1O	20.0%
CCOC(=O)c1c(NC(=O)c2ccc(OC)cc2)sc(C(=O)Nc2ccccc2C(F)(F)F)c1C	8.0%
CCOc1ccc(S(=O)(=O)N2CCSC2c2ccc3c4c(cccc24)CC3)cc1 (stereo not given)	14.0%

Continued.
Molecule	RNase H inhibition
CCNC(=S)Nc1sc2c(c1C(=O)OCC)CCC2	3.0%
Clc1ccc(OCCCN2CCCCC2)cc1	7.0%
CCC(C)(C)c1ccc(OCCOCCN2C(=O)c3ccccc3C2=O)c(C(C)(C)CC)c1	7.0%
CCOC(=O)C1=C(C)N=c2s/c(=C\c3ccc(C(C)C)cc3)c(=O)n2C1c1ccc(OC)c(OC)c1 (stereo not given)	0.0%
CCOc1ccc2c(c1)C(C)=CC(C)(C)N2S(=O)(=O)c1ccc(C)cc1	12.0%
O=C1NC(=S)N(c2ccc(Cl)cc2)C(=O)/C1=C/c1ccc(O)c([N+](=O)[O-])c1	3.0%
CC(=O)NC1=NN(C(C)=O)C2(CCCCC2)S1	0.0%
Cc1ccc([N+](=O)[O-])cc1NC(=S)NC(=O)c1ccccc1	16.0%
COc1ccc(OC)c(CNCc2ccc3c(c2)OCO3)c1	6.0%
CC(=O)CCc1c(C)[nH]c2ccc(C)cc2c1=S	6.0%
O=C(O)c1nn2c(c1Cl)NC(c1cccs1)CC2C(F)(F)F (stereo not given)	7.0%
CC(C)(C)C(=O)Nc1cc(NC(=O)C(C)(C)C)cc(C(=O)Nc2ccccc2)c1	9.0%
Cc1c(Cl)cccc1NC(=O)/C(C#N)=C/c1ccc(I)o1	8.0%
COC(=O)CC(C(=O)OC)N1C(=O)/C(=C/C=C/c2ccccc2)SC1=S (stereo not given)	10.0%
Cc1ccccc1C(=O)NN1C(=O)/C(=C/c2cccc(O)c2)SC1=S	7.0%

Structural class, the entries above with a COOH group.
Molecule	RNase H inhibition
O=C(O)c1ccc(NS(=O)(=O)c2cccs2)cc1	8.0%
O=C(O)c1nn2c(c1Cl)NC(c1cccs1)CC2C(F)(F)F (stereo not given)	7.0%

Next results follow:
Molecule	RNase H inhibition
COc1ccc2c(c1)c(=O)oc1c(C)c(OCC(=O)c3ccc(F)cc3)ccc12	4.0%
CCC1=NN(C(=O)CCc2ccccc2)C(O)(c2ccncc2)C1 (stereo not given)	12.0%
CCOc1ccc(NC(=S)NC(=O)/C=C/c2ccc(F)cc2)c([N+](=O)[O-])c1	84.0%*
CC(C)(C)c1ccc(OCC(=O)Nc2ccc(NC(=O)c3ccco3)c(Cl)c2)cc1	4.0%
O=C1S/C(=C\c2cccc(Cl)c2)C(=O)N1c1ccc(Cl)cc1	0.0%
CC(C)(C)C(=O)/C=C(/O)C(=O)NCc1ccccc1	0.0%
COC(=O)c1nn2c(C(F)(F)F)cc(-c3ccc(OC)c(OC)c3)nc2c1Cl	4.0%
Cc1ccc(C(=O)NC(=S)Nc2ccc(-c3nc4cc(C)c(C)cc4o3)cc2)cc1	10.0%
COC(=O)C1=C(C)NC2=C(C(=O)c3ccccc32)C1c1ccc(OCc2ccc([N+](=O)[O-])cc2)c(Cl)c1 (stereo not given)	4.0%
COc1ccc(C(=O)Nc2cc(C)ccc2O)cc1	23.0%
COc1ccc(C2CC(=O)C3=C(C2)Nc2ccccc2NC3c2ccc(OC)c(Br)c2)cc1 (stereo not given)	24.0%
Cc1ccc(-c2noc(-c3cccc(I)c3)n2)cc1	7.0%
Cc1[nH]n(-c2ccccc2)c(=O)c1N=Nc1cccc(O)c1	6.0%
COC(=O)c1ccccc1NC(=O)CSc1nnc(-c2ccco2)n1-c1ccccc1	2.0%
COc1ccccc1C1SCCN1S(=O)(=O)c1ccc2ccccc2c1 (stereo not given)	24.0%

An excerpt from above in order of SMILES length, ascending:
Molecule	RNase H inhibition
Cc1cccc(/C(N)=N/OC(=O)c2ccco2)c1	3.0%
Cc1c(C(=O)Nc2ccc(Cl)cc2)cnn1-c1ccccc1	20.0%
Cc1[nH]n(-c2ccccc2)c(=O)c1N=Nc1cccc(O)c1	6.0%
Cc1ccc(S(=O)(=O)N(C)CCCC(=O)Nc2ccc(C)cc2C)cc1	0.0%
O=C1NC(=S)N(c2ccc(Cl)cc2)C(=O)/C1=C/c1ccc(O)c([N+](=O)[O-])c1	3.0%

Carrying on:
Molecule	RNase H inhibition
COc1ccc(C)cc1NC(=O)CCSc1ccccc1	0.0%
N#Cc1c(NC(=O)CCc2ccccc2)sc2c1CCCCC2	4.0%
Cc1ccc(C(=O)Nc2ccc(S(=O)(=O)N3CCCC3)cc2)cc1	19.0%
COc1ccc(CSc2nc3sc4c(c3c(=O)n2Cc2ccccc2)CC(C)(C)OC4)cc1	7.0%
O=C1C2C3C=CC(C3=C3C4CC5CC(C4)CC3C5)C2C(=O)N1c1cc(Cl)cc(Cl)c1 (stereo not given)	11.0%
CCOc1ccc(NC2=C(Cl)C(=O)N(c3cccc(C(F)(F)F)c3)C2=O)cc1	25.0%
Cc1ccc(N2C(=O)c3ccc(C(=O)O)cc3C2=O)c(C)c1	11.0%
COc1cccc(N2C(=O)/C(=C/c3ccco3)SC2=S)c1	22.0%
O=C(COc1ccc(I)cc1)N/N=C/c1ccc([N+](=O)[O-])cc1	15.0%
COCCOC(=O)c1ccc(NC(=O)c2ccc(Cl)cc2)cc1	7.0%
COC(=O)c1cc(NC(=O)/C=C/c2ccc(F)cc2)cc(C(=O)OC)c1	7.0%
CCOC(=O)c1ccc(NC(=O)/C(=C/c2ccccc2)c2ccccc2)cc1	8.0%
O=C1CSC(c2ccccc2)N1c1ccc(Br)cc1 (stereo not given)	2.0%
CC1CCN(C(=O)CCCOc2ccc(Cl)cc2Cl)CC1	15.0%
CN1C(=S)N(c2ccccc2)C(C)(O)CC1(C)C (stereo not given)	2.0%

2 entries from above, reformatted:
mol: Oc1c(Br)cc(/C=N/Nc2nnc3c(n2)[nH]c2ccccc23)c(Br)c1O
  RNase H inhibition: 4µM*
mol: Cc1ccc(S(=O)(=O)N(C)CCCC(=O)Nc2ccc(C)cc2C)cc1
  RNase H inhibition: 0.0%

(list continues)
Molecule	RNase H inhibition
CCCNC(=O)CC12CC3CC(C1)CC(CC(=O)NCCC)(C3)C2	10.0%
O=C(c1ccc([N+](=O)[O-])cc1)N1CCN(C2CCCCCC2)CC1	28.0%
COC(=O)c1ccc(/C=N\NC(=O)c2c(C)nc3ccc(Cl)cn23)cc1	1.0%
O=C(O)Cc1ccc(NC(=O)C2CC=CCC2C(=O)O)cc1 (stereo not given)	13.0%
COc1ccc(C)cc1NC(=O)c1cc(-c2cccs2)nc2ccccc12	18.0%
CCSc1nnc2c(n1)OC(c1cccc(Cl)c1Cl)N(C(C)=O)c1ccccc1-2 (stereo not given)	17.0%
O=C1C2C(C(=O)N1c1cccc(Cl)c1)N1CCCN1C2c1ccccc1 (stereo not given)	3.0%
CCOC(=O)c1c(NC(=O)Cn2nc(C(F)(F)F)cc2C)sc2c1CCC(C)C2 (stereo not given)	13.0%
Cc1ccc(OCCCn2ccnc2)cc1C	10.0%
COc1ccc(Cl)cc1NC(=O)COc1ccc(C)cc1Br	22.0%
CC1=C(C(=O)OCC(C)C)C(c2ccccc2F)C2=C(CC(c3ccccc3)CC2=O)N1 (stereo not given)	8.0%
COc1cc(NC(=O)C(c2ccccc2)c2ccccc2)ccc1NC(=O)c1ccco1	13.0%
CC1=C(C(=O)OCCC#N)C(c2ccccc2Cl)NC(=O)N1 (stereo not given)	0.0%
Cc1c(C(=O)NCCSCc2ccc(Cl)cc2)cccc1[N+](=O)[O-]	9.0%
COc1cc([N+](=O)[O-])ccc1NC(=S)NC(=O)c1cccs1	14.0%
Clc1ccc(C2=NN(c3ccccc3)CC2)cc1	7.0%
Cc1n[nH]c(C)c1Sc1ccccc1N=Cc1ccccc1	24.0%
O=C(c1ccccc1)c1cccc(N2C(=O)c3cccnc3C2=O)c1	30.0%
CCOC(=O)/C(C#N)=N/Nc1ccc2c(c1)c1ccccc1n2CC	16.0%
